HTT aggregate: qHTS Multiplex Assay to Identify Dual Action Probes in a Cell Model of Huntington: Aggregate Formation (GFP). PC12 HttQ103-GFP aggregates, Acumen cytometry, 40 h. Potency, µM (top dose mostly 46.1 µM), inactives show at the highest dose activity change, negative = inhibition, usual class: inhibitors. 1.1% of 220,000 active; also: % is scaled to controls: 0 for no effect and ±100 for the full control effect; nearly all actives have a fitted effect of over 60% in size
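Read-out: GFP aggregate count by laser scanning cytometer (488 nm excitation, 500-530 nm emission, 1–25 µm objects >6 SD above background). Cells: PC12, inducible HTTex1-Q103-GFP, 100 nM tebufenozide; compounds titrated.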
IMPase Li inh: qHTS Assay for Identifying the Cell-Membrane Permeable IMPase Inhibitors: Potentiation with Lithium | CHO-M1 cells, IP1 TR-FRET (IP-One), carbachol + lithium | Potency, µM (series often up to 59.4 µM), for inactives: at the highest dose activity, negative = IMPase inhibition, hits mostly inhibitors | 0.35% of 210,000 active | AID 1457, 2008;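 also: IP1 builds up when IMPase is blocked and the TR-FRET signal falls; plate controls were basal vehicle for no effect and high inhibitor control for full effect; nearly all actives have a fitted effect of over 50% in size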
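CHO cells stably expressing M1 receptor (2000/well) were cultured 16–30 h, then exposed to compounds with a small lithium addition for 30 min at 37C. IP1 was measured by TR-FRET competition; AC50 from Hill fits.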
RGS12 GoLoco inh: qHTS Assay for Inhibitors of RGS12 GoLoco Motif Activity (Red Fluorophore) | Guanine nucleotide-binding protein G(i) subunit alpha-1 (Homo sapiens), P63096 | Gai1:RGS12 GoLoco peptide FP, rhodamine, 10 min | Potency, µM (top dose mostly 61.6 µM), without a hit: at the highest dose activity, negative = inhibition, most hits filed as inhibitors | 0.44% of 230,000 active; active = well fitted inhibition curve with a large enough effect, not every such curve was filed as active; inactive = no such curve, though single readings can be large or run the other way; also: % is scaled to controls: 0 for no effect and ±100 for the full control effect; nearly all actives have a fitted effect of over 30% in size; many of its hits are not listed in these tables
Target sequence (P63096 whole entry, looked up): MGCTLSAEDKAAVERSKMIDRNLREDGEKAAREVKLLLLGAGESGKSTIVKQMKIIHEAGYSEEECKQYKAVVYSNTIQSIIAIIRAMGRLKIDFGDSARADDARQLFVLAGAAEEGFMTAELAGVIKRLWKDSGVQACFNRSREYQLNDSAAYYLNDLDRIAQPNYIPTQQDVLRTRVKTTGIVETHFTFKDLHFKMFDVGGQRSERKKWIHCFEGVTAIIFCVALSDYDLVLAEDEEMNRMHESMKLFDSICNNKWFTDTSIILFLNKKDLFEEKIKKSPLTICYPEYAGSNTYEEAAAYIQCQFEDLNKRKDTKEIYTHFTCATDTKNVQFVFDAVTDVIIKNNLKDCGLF
GAA glycogen: qHTS Assay for Inhibitors and Activators of Human alpha-Glucosidase Cleavage of Glycogen; Lysosomal alpha-glucosidase (Homo sapiens), P10253; recombinant GAA, glycogen substrate, Amplex Red glucose oxidase fluorescence; Potency, µM (highest dose often 76.4 µM), without a hit: top-dose activity change, negative = inhibition, hits mostly inhibitors; 0.38% of 300,000 active; AID 2100, 2009;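 also: 0% = full enzyme reaction and -100% = no-enzyme basal signal; the screen sought inhibitors and activators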
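Recombinant human alpha-glucosidase (4 nM final) hydrolysed bovine liver glycogen (30 ug) for 40 min at 37 C in pH 5.0 citrate/phosphate with 0.01% Tween-20. Released glucose detected by glucose oxidase/Amplex Red, Ex 573/Em 610 nm. Compounds up to 77 uM; AC50 from Hill fits.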
GAA inhib: qHTS Assay for Inhibitors of Human alpha-Glucosidase as a Potential Chaperone Treatment of Pompe Disease; Potency, µM (highest dose often 76.9 µM), for the others: at the top dose activity change, negative = inhibition, hits mostly inhibitors; 0.005% of 200,000 active; purified human GAA, 4-MU-alpha-glucoside fluorescence; Lysosomal alpha-glucosidase (Homo sapiens), P10253;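 also: plate controls were uninhibited enzyme wells for no effect and no-enzyme background for full effect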
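Read-out is 4-methylumbelliferone fluorescence (Ex 365/Em 440 nm) after NaOH/glycine stop at pH 10. Enzyme 4 nM, substrate 400 uM, pH 5.0 citrate buffer, 20 min room temperature; AC50 from Hill-equation concentration-response.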
HTT cytoprotect: qHTS Multiplex Assay to Identify Dual Action Probes in a Cell Model of Huntington: Cytoprotection (ATP); PC12 HTT-Q103 induced, cytoprotection, ATP luminescence, 40 h; Potency, µM (doses to about 56.4 µM), inactives show cytoprotection (ATP increase), actives largely listed as activators; 0.14% of 230,000 active; AID 1471, 2008;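 also: % of control where 0% means no effect; nearly all actives have a fitted effect of over 45% in size; toxic huntingtin expression switched on by the ecdysone agonist tebufenozide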
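Quantitative HTS on tebufenozide-induced (100 nM) PC12 cells expressing HTTQ103 exon 1–GFP; compounds tested as a concentration series; survival measured via cellular ATP.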
GAA spleen mod: qHTS Assay for Inhibitors and Activators of Human alpha-Glucosidase From Spleen Homogenate; Potency, µM (top dose mostly 79.9 µM), without a hit: at the top dose activity change, negative = inhibition, usual class: inhibitors; Lysosomal alpha-glucosidase (Homo sapiens), P10253; human spleen homogenate, 4-MU-alpha-glucoside fluorescence; 0.006% of 240,000 active;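 also: 0% = enzyme with vehicle and -100% = no enzyme basal signal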
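Human spleen homogenate (1 ug) incubated with compounds and 1 mM 4-methylumbelliferyl-alpha-D-glucopyranoside in pH 5.0 citrate/phosphate buffer, 37 C, 40 min. Stopped at pH 10; 4-MU fluorescence (Ex 365/Em 440 nm); AC50 by Hill fit.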
Active calls of the source: *; ? = inconclusive; . = not tested or not shown; & = joins results of further samples; [ ] = another dose, or the depositor's remark. Unless noted, calls follow the shape of the dose curve; as a rule, active = well fitted curve in the direction sought with a large enough effect; inconclusive = small, poorly fitted or top-dose-only effect, or another doubt; inactive = no such curve, though single readings can be large; an effect the other way counts as inactive or inconclusive. Potency is read from the fitted curve at half-maximal effect.

SMILES	HTT aggregate	IMPase Li inh	RGS12 GoLoco inh	GAA glycogen	GAA inhib	HTT cytoprotect	GAA spleen mod
Cc1ccc(N2C(=O)NC(=O)/C(=C\C=C\c3ccco3)C2=O)cc1C	21%	14%	120%[activator]	9%	3%	29%[0.074 µM]	0%
O=C1NC(=O)C(=Cc2ccc(OCCOc3ccc([N+](=O)[O-])cc3)cc2)C(=O)N1	1%	9%	-6%	1%	0%	-40%[inhibitor]	10%
CCOc1ccc(-n2c(O)c(C=NCCN3CCNCC3)c(=O)[nH]c2=O)cc1	4%[9.22 µM]	0%[38.3 µM]	-11%	6%	3%	-2%	1%
O=C(COC(=O)c1ccc(O)cc1)Nc1ccc(Cl)cc1C(=O)c1ccccc1	-24%	18%	5%	8%	-1%	-9%[10 µM]	1%
Cc1c(C(c2ccccc2Cl)c2c(O)c3ccccc3oc2=O)c(=O)n(-c2ccccc2)n1C (stereo unspecified)	-9%	0%	5%	14%	1%	0%[10 µM]	-2%
N#CC(C#N)=NNc1ccc(S(N)(=O)=O)cc1	-13%[9.22 µM]	.	1%	-8%	.	0%[10 µM]	-15%
Cc1ccc(-c2nc3ccccc3c(=O)n2-c2ccncc2)cc1	-19%	7%	2%	6%	1%	23%[10 µM]	2%
Oc1c(Br)c(Br)c(Br)c(Br)c1Br	.	6%	-30%	.	.	-76%[inhibitor]	-4%
CC(N)Cc1c[nH]c2cc3c(cc12)OCCO3 (stereo unspecified)	4%	24%[38.3 µM]	44%[activator]	-8%	-6%	-3%[0.074 µM]	-5%
N[C@@H](CCP(=O)(O)O)C(=O)O	.	10%&-4%	0%[14.2 µM]	.	.	-6%[10 µM]	9%
CCN(CC)C(=O)N[C@H]1C[C@@H]2c3cccc4[nH]cc(c34)C[C@H]2N(C)C1	-9%	5%	-4%	6%	?	.	-5%
CCOC(=O)C1(c2ccccc2)CCN(CC(=O)Nc2ccc(C)cc2)CC1	21%	6%	4%	-13%	-10%	-22%	-3%
CS(=O)(=O)N1CCCC(C(=O)N2CCC3(CC2)OCCO3)C1 (stereo unspecified)	7%	-9%[38.3 µM]	2%	7%	11%	6%	-6%
CCC(C)N1C(=O)/C(=C\c2ccc(N3CCCCCC3)cc2)C(=O)NC1=S (stereo unspecified)	3%	-2%	118%[activator]	-6%	12%	8%[10 µM]	4%
CCC1(C(=O)c2ccccc2)C2c3ccccc3OC(=O)C21C(C)=O (stereo unspecified)	4%[9.22 µM]	.	-4%	1%	.	4%[10 µM]	-5%
CCOP(=O)(OCC)C(O)c1ccc2c(c1)OCO2 (stereo unspecified)	9%[9.22 µM]	.	3%	10%	.	9%[10 µM]	-1%
C=CCC1(C(C)CCC)C(=O)N=C(S)NC1=O (stereo unspecified)	-2%	-4%	45%[activator]	.	.	-4%	10%
C[C@@H]1Cc2c(Cl)cc(C(=O)N[C@@H](Cc3ccccc3)C(=O)O)c(O)c2C(=O)O1	.	?	-16%	.	.	-206%[inhibitor]	?
CN1C2CCC1/C(=C/c1ccccn1)C(=O)/C2=C\c1ccccn1	.	19%	-4%	-6%	7%	.	-7%
CN(C)C(=O)Oc1cccc(NC(=O)N2CCOCC2)c1	-7%	9%	0%	8%	4%	5%[10 µM]	0%

Ordered by molar mass (lowest first): part of the list above
SMILES	HTT aggregate	IMPase Li inh	RGS12 GoLoco inh	GAA glycogen	GAA inhib	HTT cytoprotect	GAA spleen mod
N[C@@H](CCP(=O)(O)O)C(=O)O	.	10%&-4%	0%[14.2 µM]	.	.	-6%[10 µM]	9%
CC(N)Cc1c[nH]c2cc3c(cc12)OCCO3 (stereo unspecified)	4%	24%[38.3 µM]	44%[activator]	-8%	-6%	-3%[0.074 µM]	-5%
C=CCC1(C(C)CCC)C(=O)N=C(S)NC1=O (stereo unspecified)	-2%	-4%	45%[activator]	.	.	-4%	10%
CCOP(=O)(OCC)C(O)c1ccc2c(c1)OCO2 (stereo unspecified)	9%[9.22 µM]	.	3%	10%	.	9%[10 µM]	-1%
CN(C)C(=O)Oc1cccc(NC(=O)N2CCOCC2)c1	-7%	9%	0%	8%	4%	5%[10 µM]	0%
CN1C2CCC1/C(=C/c1ccccn1)C(=O)/C2=C\c1ccccn1	.	19%	-4%	-6%	7%	.	-7%
CCC1(C(=O)c2ccccc2)C2c3ccccc3OC(=O)C21C(C)=O (stereo unspecified)	4%[9.22 µM]	.	-4%	1%	.	4%[10 µM]	-5%
CCN(CC)C(=O)N[C@H]1C[C@@H]2c3cccc4[nH]cc(c34)C[C@H]2N(C)C1	-9%	5%	-4%	6%	?	.	-5%
CCOC(=O)C1(c2ccccc2)CCN(CC(=O)Nc2ccc(C)cc2)CC1	21%	6%	4%	-13%	-10%	-22%	-3%
CCC(C)N1C(=O)/C(=C\c2ccc(N3CCCCCC3)cc2)C(=O)NC1=S (stereo unspecified)	3%	-2%	118%[activator]	-6%	12%	8%[10 µM]	4%

The list continues.
SMILES	HTT aggregate	IMPase Li inh	RGS12 GoLoco inh	GAA glycogen	GAA inhib	HTT cytoprotect	GAA spleen mod
CCN1CCN(Cc2cc(OC)c(OC)cc2[N+](=O)[O-])CC1	-3%	3%[38.3 µM]	-26%	-16%	-12%	5%	-5%
COc1ccc2c(c1)/C(=C/c1cnc[nH]1)C(=O)N2	.	17%	-10%	15%[76.3 µM]	.	.	-8%&-9%
CCN(CC)CCCOC(=O)C(OC(C)C)(c1ccccc1)c1ccccc1	-19%	29%	10%	-9%	?	-12%[10 µM]	-6%
O=C(OCCN1CCOCC1)C1(c2ccccc2)CCCC1	-3%	7%	7%	-4%	0%	?	-5%
CC(Cc1ccccc1)NC(N)=O (stereo unspecified)	19%[9.22 µM]	.	11%	-1%	.	3%[10 µM]	0%
C[C@@H]1[C@@H](C)N1C[C@H](O)Cn1ccnc1[N+](=O)[O-] (stereo partly specified)	.	-2%	4%[14.2 µM]	.	.	-5%[10 µM]	.
O=C1CN=C(c2ccc(Br)cc2)c2oc3ccccc3c2N1	6%	-4%	4%	5%	1%	0%[10 µM]	-2%
O=C(O)c1ccc(Cl)nc1	-11%	3%	28%	4%	6%	11%[10 µM]	7%
O=[N+]([O-])c1ccc(N2CCCCC2)c2ncccc12	-11%[9.22 µM]	17%	-7%	1%	-8%	8%[10 µM]	-10%
Cc1c(C(c2ccc(F)cc2)c2c(O)c3ccccc3oc2=O)c(=O)n(-c2ccccc2)n1C (stereo unspecified)	-8%	-1%	-12%	-5%[76.3 µM]	3%	-8%[10 µM]	-4%
O=[N+]([O-])c1ccc(N2CCCC2)cc1N/N=C1\CN2CCC1CC2	16%	4%	8%	9%	-11%	.	-6%
COC(=O)C1=COC(C)C2CN3CCC4(C(=O)Nc5ccccc54)C3CC12 (stereo unspecified)	9%[9.22 µM]	.	-2%	-16%	.	12%[10 µM]	2%
CC1=CC(=C2C(=O)NC(=O)NC2=O)C=C(C(F)(F)F)N1Cc1ccccc1	14%	-6%	27%	-9%	1%	-29%	1%
c1cnc(N2CCC3(CCNCC3)CC2)nc1	.	13%	13%	.	.	-45%[inhibitor]	-1%
CC12CC[C@H]3[C@@H](CCC4(O)C[C@H](O)CCC34/C=N/NC(=O)c3ccccc3F)C1(O)CCC2C1=CC(=O)OC1 (stereo partly specified)	-12%[9.22 µM]	.	8%	-1%	.	34%[10 µM]	6%
c1cc(CN2CCC3(CCNCC3)CC2)ccn1	.	11%	-2%	.	.	-16%	4%
COc1ccc(-c2nc(CSCC(=O)N3CCC4(CC3)OCCO4)c(C)o2)cc1OC	1%	5%[38.3 µM]	-5%	-11%	1%	-11%	-1%
O=C(Cn1cnc2ccccc2c1=O)NCC(=O)N1CCC2(CC1)OCCO2	-2%	13%[38.3 µM]	15%	-5%	4%	-14%	-1%
O=C(O)CS(=O)(=O)C(c1ccccc1)c1ccccc1	.	1%	8%[14.2 µM]	.	.	1%[10 µM]	.
COc1cc(C(c2c(C)[nH]n(-c3ccccc3)c2=O)c2c(C)[nH]n(-c3ccccc3)c2=O)cc(OC)c1OC	3%	-3%[38.3 µM]	12%	0%	?	-13%	5%
CCOP(=O)(OCC)c1nc(-c2ccc(F)cc2)oc1NCc1ccccc1	18%	14%	-1%	?	3%	0%[10 µM]	1%
CC[C@@H]1[C@@H]2C[C@H]3[C@H]4N(C)c5ccccc5[C@@]45C[C@@H]([C@@H]2[C@@H]5O)N3[C@H]1O	25%[20.6 µM]	8%	-22%[21.6 µM]	.	.	-5%[40.3 µM]	-9%[29.1 µM]
COC(=O)C1=C(N)OC(C)=C(C(C)=O)C12C(=O)N(C)c1ccccc12 (stereo unspecified)	-13%	-18%[38.3 µM]	-13%	3%	3%	-13%	-13%
CC(=O)c1c(O)n(C)c(=S)n(-c2ccccc2)c1=O	-12%	4%[38.3 µM]	9%	2%	-5%	-24%	-6%
Cc1ccc(-n2c(O)c(C=N)c(=O)n(-c3ccc(C)cc3)c2=O)cc1	5%[9.22 µM]	.	2%	3%	.	-10%[10 µM]	-7%
Cn1cccc1/C=C1/C(=O)NC(=O)N(Cc2ccc(F)cc2)C1=O	-11%[9.22 µM]	.	47%[activator]	-4%	.	-18%[10 µM]	-5%
Cn1cccc1/C=C1/C(=O)NC(=S)N(Cc2ccc(F)cc2)C1=O	20%[9.22 µM]	.	40%[activator]	-9%	.	0%[10 µM]	3%
O=C1CC(=O)N(c2cccc(Cl)c2)C(=O)N1	-18%	-4%[38.3 µM]	18%	-7%	0%	13%	3%
CC(c1ccccc1F)n1cc(C(=O)Nc2ccc3nc[nH]c3c2)nn1 (stereo unspecified)	-2%	.	.	-11%	-2%	-23%	6%
CC(=O)NC(Cc1ccc(N(CCCl)CCCl)cc1)C(=O)NC(C(=O)O)C(C)C (stereo unspecified)	.	-1%	12%	-4%	14%	.	1%

Source: PubChem

Some of the compounds tested (hit frequency here may not be typical).
